# IMPase Li cell = cell-permeable IMPase inhibitors with lithium potentiation; CHO-M1 cells, IP1 TR-FRET (IP-One), carbachol + lithium; 210,000 compounds, 0.35% hits; Potency, µM (series often up to 59.4 µM), without a hit: at the top dose activity, negative = IMPase inhibition, most hits filed as inhibitors;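 note: IP1 builds up when IMPase is blocked and the TR-FRET signal falls; potency is the fitted concentration of half-maximal effect; plate controls were basal vehicle for no effect and high inhibitor control for full effect; nearly all actives have a fitted effect of over 50% in size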
#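 CHO-M1, 2000 cells/well, 16–30 h culture; cpd + low Li+, 30 min 37C; lysis with d2-IP1/Eu-anti-IP1 Ab, 10 min RT; TR-FRET 665/620 ratio and 620 channel; AC50 via Hill.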
# CBFb RUNX1 block = inhibitors of human CBF-beta and RUNX1 interaction; AlphaScreen CBFb-His/RUNX1-biotin binding, biochemical; Potency, µM (highest dose often 59.8 µM), without a hit: at the highest dose activity, negative = inhibition, usual class: inhibitors; 230,000 tested, under 10 active; note: % of control where 0% means no effect
# Target sequence (Q01196 whole entry, looked up): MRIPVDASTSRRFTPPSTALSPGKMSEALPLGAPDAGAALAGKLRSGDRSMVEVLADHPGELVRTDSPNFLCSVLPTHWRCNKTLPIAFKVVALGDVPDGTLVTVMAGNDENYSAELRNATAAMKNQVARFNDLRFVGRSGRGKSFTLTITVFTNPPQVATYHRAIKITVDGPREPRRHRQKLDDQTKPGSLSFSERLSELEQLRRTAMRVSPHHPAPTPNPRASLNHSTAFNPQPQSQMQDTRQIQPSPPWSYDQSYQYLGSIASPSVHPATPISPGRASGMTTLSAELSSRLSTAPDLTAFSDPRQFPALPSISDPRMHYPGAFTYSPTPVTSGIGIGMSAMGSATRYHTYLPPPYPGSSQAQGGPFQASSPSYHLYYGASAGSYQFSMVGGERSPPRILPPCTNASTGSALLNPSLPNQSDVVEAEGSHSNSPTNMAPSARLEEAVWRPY
# Target sequence (Q13951 whole entry, looked up): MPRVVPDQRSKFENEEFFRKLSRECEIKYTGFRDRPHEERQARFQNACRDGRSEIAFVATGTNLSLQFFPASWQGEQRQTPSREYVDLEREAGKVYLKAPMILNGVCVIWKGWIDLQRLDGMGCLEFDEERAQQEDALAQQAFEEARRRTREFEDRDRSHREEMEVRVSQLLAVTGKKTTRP
#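 Proteins preincubated together for 20 min at RT before compound addition; 15 min later, nickel and streptavidin beads were added and left 90 min prior to AlphaScreen measurement.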
# HTT aggregate = inhibitors of mutant huntingtin aggregate formation in PC12 cells | PC12 HttQ103-GFP aggregates, Acumen cytometry, 40 h | Potency, µM (highest dose often 46.1 µM), without a hit: at the top dose activity change, negative = inhibition, most hits filed as inhibitors | 220,000 compounds, 1.1% hits | AID 1688; note: potency is the fitted concentration of half-maximal effect; % is set by controls: 0 for no effect and ±100 for the full control effect; nearly all actives have a fitted effect of over 60% in size
#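 Read-out: GFP aggregate count by laser scanning cytometer (488 nm excitation, 500-530 nm emission, 1–25 µm objects >6 SD above background). Cells: PC12, inducible HTTex1-Q103-GFP, 100 nM tebufenozide; compounds titrated.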
# NPSR antagonist = antagonists of human neuropeptide S receptor cAMP signaling; Q6W5P4; CHO-NPSR cells, cAMP TR-FRET, antagonist mode; Potency, µM (doses to about 38.3 µM), for inactives: at the top dose activity change, negative = inhibition, actives largely listed as inhibitors; 220,000 compounds, 1% hits; note: potency is the fitted concentration of half-maximal effect; % is set by controls: 0 for no effect and ±100 for the full control effect; nearly all actives have a fitted effect of over 50% in size; many of its hits are not listed in these tables
# Target sequence (Q6W5P4 whole entry, looked up): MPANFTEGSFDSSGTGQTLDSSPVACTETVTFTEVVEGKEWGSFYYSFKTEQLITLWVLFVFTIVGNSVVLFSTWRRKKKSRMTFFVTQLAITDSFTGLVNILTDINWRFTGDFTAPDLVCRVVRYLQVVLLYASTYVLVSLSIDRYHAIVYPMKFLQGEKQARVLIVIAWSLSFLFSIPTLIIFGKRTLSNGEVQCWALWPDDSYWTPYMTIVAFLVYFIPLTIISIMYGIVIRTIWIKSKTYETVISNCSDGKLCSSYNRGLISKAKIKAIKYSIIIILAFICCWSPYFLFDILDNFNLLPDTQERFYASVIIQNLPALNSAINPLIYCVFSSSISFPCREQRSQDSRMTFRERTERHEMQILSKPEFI
# Epigenetic derep = derepresses silenced GFP reporter in murine cells; 280,000 compounds, 0.2% hits; Potency, µM (doses to about 53.9 µM), for inactives: at the highest dose GFP activation, most hits filed as activators; murine LDR cells, GFP reporter derepression, 30 h; note: potency is the fitted concentration of half-maximal effect; % of control where 0% means no effect; nearly all actives have a fitted effect of over 60% in size
#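 Derepression of a silenced CMV-GFP reporter in murine LDR cells is scored by enumerating GFP-positive cells with a laser-scanning microplate cytometer after 30 hours of treatment at 37 C.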
# LMNA splice mod = modulators of lamin A splicing. AID 1487. Potency, µM (series often up to 46.1 µM), without a hit: top-dose ratio change, negative = inhibition, actives largely listed as inhibitors. 200,000 compounds, 0.01% hits. HeLa LMNA splicing GFP/RFP minigene ratio, 48 h; active = well fitted inhibition curve with a large enough effect in the signal ratio, with a control signal flat, not every such curve was filed as active; inconclusive = small, poorly fitted or top-dose-only effect, or effect the other way, or a change in a side signal; the % refers to the signal ratio; note: potency is the fitted concentration of half-maximal effect; % is set by controls: 0 for no effect and ±100 for the full control effect
#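 Read-out is the ratio of GFP to DsRed2 object intensity, acquired by 488 nm laser-scanning cytometry on HeLa lamin A-EGFP minigene reporter cells. Compound incubation 48 hrs at 37 °C in Opti-MEM with 2% FBS; DMSO 0.5% final.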
# KinaseGlo FLuc = counter-screen: inhibitors of Kinase-Glo firefly luciferase; Potency, µM (top dose mostly 38.3 µM), inactives show at the highest dose activity change, negative = inhibition, hits mostly inhibitors; AID 1379; Kinase-Glo luciferase, ATP luminescence, 8 min; 200,000 compounds, 0.28% hits; Q27757; note: potency is the fitted concentration of half-maximal effect; % is set by controls: 0 for no effect and ±100 for the full control effect; nearly all actives have a fitted effect of over 60% in size
#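 Kinase-Glo luciferase light output from ATP and luciferin was measured with 10 uM ATP, within the enzyme's linear range. Buffer: 50 mM imidazole pH 7.2, 50 mM KCl, 7 mM MgCl2, 0.01% Tween 20, 0.05% BSA; luminescence read after 8 min at ambient temperature.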
# Starred values were filed as active, the others as inactive; ? = inconclusive; / = not tested or not shown; & = joins results of further samples; [ ] = another dose, or the depositor's remark. Unless noted, calls come from the whole dose curve; as a rule, active = well fitted curve in the direction sought with a large enough effect; inconclusive = small, poorly fitted or top-dose-only effect, or another doubt; inactive = no such curve, though single readings can be large; an effect the other way counts as inactive or inconclusive.
SMILES,IMPase Li cell,CBFb RUNX1 block,HTT aggregate,NPSR antagonist,Epigenetic derep,LMNA splice mod,KinaseGlo FLuc
O=C(Nc1cccc(C(=O)N2CCOCC2)c1)c1ccccc1,1%[38.3 µM],2%,-4%,-3%[46.1 µM],0.0%,5%,0%
COc1ccc(CCNc2nnc(Sc3nnnn3-c3ccccc3)s2)cc1OC,9%,3%,?,-12%[46.1 µM],0.1%,?,2%
COc1ccc(CCNC(=S)NCc2cccs2)cc1OC,2%,3%,7%,7%,-1.2%,/,1%
CC(=O)OCC1OC(n2ncc(=O)n(Cc3ccccc3)c2=O)C(OC(C)=O)C1OC(C)=O (stereo not drawn),-2%,-1%,-14%,-1%,-2.9%,?,-3%
CCOC(=O)c1nn(-c2ccc(C)c(C)c2)c(=O)c2c(N)scc12,/,-1%,0%,-15%[46.1 µM],-1.0%,4%,/
COc1ccc(CCn2c(-c3ccco3)nc3nc4ccccc4nc32)cc1OC,-9%[38.3 µM],-14%,-12%,-20%[7.67 µM],2.4%,?,-2%
CCOC(=O)N1CCC(NC(=O)c2cc(S(=O)(=O)N3CCc4ccccc43)cn2C)CC1,-4%[38.3 µM],-2%,-7%,-6%[46.1 µM],-0.9%,?,1%
COc1cccc(CNC(=O)CCC2CCCN(C(=O)C3=CC(=O)CC(C)(C)O3)C2)c1 (stereo not drawn),3%,2%,9%[9.22 µM],8%,-2.7%,0%[46 µM],1%
CN(C)S(=O)(=O)c1cccc(NC(=O)COC(=O)c2c[nH]c(=O)[nH]c2=O)c1,2%,4%,12%,15%,-1.6%,/,0%
CCOC(=O)c1cnc(-n2nc(C)cc2C)nc1Oc1ccc(C#N)cc1,/,0%,-33%[9.22 µM],-4%,-2.6%,/,/
O=C1CN(C(=O)c2ccc(Cl)c(S(=O)(=O)N3CCc4ccccc43)c2)c2ccccc2N1,/,-2%,-6%[9.22 µM],-33%,2.2%,/,/
CCOC(=O)C1=C(CN2CCN(C(=O)OCC)CC2)NC(=O)NC1c1ccc2c(c1)OCO2 (stereo not drawn),4%,-7%,-15%,-12%,-1.3%,18%[46 µM],0%
CCOC(=O)c1cn[nH]c1N,-24%[38.3 µM],-1%,-2%,-12%[46.1 µM],0.2%,4%,-1%
CC(C)NC(=O)c1ccccc1NC(=O)Cc1ccc([N+](=O)[O-])cc1,10%,2%,3%,-12%,1.3%,8%[46 µM],1%
CN(C(=O)CCCN1C(=O)c2cccc3cccc(c23)C1=O)c1ccccc1,2%,6%,12%,-9%,-1.1%,?,0%
CCC(=O)CCC(=O)c1ccc2ccccc2c1,-1%,-4%,-6%,0%,-0.8%,8%,0%
COC(=O)c1ccccc1NC(=O)c1ccc(-c2ccccc2F)o1,-12%[38.3 µM],1%,-11%,-2%[46.1 µM],0.0%,-2%,1%
COc1ccc2ccccc2c1CN1CCN(C(=O)c2ccccc2)CC1,-3%[38.3 µM],1%,-20%,-28%[46.1 µM],1.4%,?,-1%
CSc1nnc(Cn2c(=O)sc3ccccc32)n1CCc1ccccc1,-5%[38.3 µM],1%,10%,-6%[46.1 µM],-1.8%,2%,1%
Cc1ccnc(SCC(N)=O)n1,-4%,-4%,12%,9%,-4.7%,12%[46 µM],3%
CC1CCC/C(=N/Nc2nc3ccccc3s2)C1 (stereo not drawn),5%,-9%,-8%,?,5.3%,/,-12%
Cc1ccc(CN2CCN(/N=C\c3cccc([N+](=O)[O-])c3)CC2)cc1,8%,-29%,-28%,-10%,-1.9%,?,1%
Cc1cc(C)cc(NC2=NC3(CCCCC3)N=C(N)N2)c1,9%[38.3 µM],1%,3%,8%[46.1 µM],9.2%,-28%,-8%
COCCn1c(N)c(N(Cc2ccccc2)C(=O)C2CCCC2)c(=O)[nH]c1=O,-1%,-6%,-7%,7%,2.0%,/,1%
Cc1[nH]n(-c2cccc3ccccc23)c(=O)c1C=Nc1ccc2[nH]c(=O)[nH]c2c1,3%[38.3 µM],-20%,3%,-20%[46.1 µM],-0.8%,-8%,14%
NCCCS(=O)(=O)O,-5%&1%&3%,1%&8%&5%,-4%,-6%,1.0%&-1.2%&-1.3%,?,-1%&-2%&-4%
COCc1cc(=O)n2[nH]c(C)nc2n1,26%[38.3 µM],-3%,-6%,-13%[46.1 µM],-1.1%,0%,3%
CC1CCN(CC(=O)Nc2nn(-c3ccccc3)nc2C(N)=O)CC1,0%,7%,-2%,4%,-1.5%,/,-1%
COc1cc(OC)c(C2=NOC(C(=O)Nc3cc(C)nn3-c3ccccc3)C2)cc1Cl (stereo not drawn),-14%[38.3 µM],6%,-1%,-13%[46.1 µM],0.0%,-17%,4%
O=C(NCCOCCOCCNC(=O)c1ccccc1)c1ccccc1,-1%,9%,16%,11%,0.0%,?,2%
Cc1nn(-c2ccccc2)c(Cl)c1/C=N/Nc1nnc(C)c(=O)[nH]1,4%,-1%,-22%[9.22 µM],-5%,-0.1%,/,2%
C/C(NC(=O)c1cccc(F)c1)=C1/C(=O)C[C@@H]2[C@H]1C2(C)C,13%[38.3 µM],7%,-5%,-7%[46.1 µM],-2.9%,6%,0%
CCN(CC)CCN1C(=O)c2ccccc2NC1c1ccc(Br)cc1 (stereo not drawn),7%,-4%,-7%,-6%,1.1%,/,3%
CCCN1C(=O)C(Cc2nc3ccccc3c(=O)n2-c2ccccc2)c2cc(C)ccc21 (stereo not drawn),7%,-8%,-17%,-44%,-0.9%&1.9%,?,-12%
Cc1ccc(NC(=O)Cn2cccc2)cc1Cl,31%[38.3 µM],-9%,-12%,-2%[46.1 µM],0.7%,?,4%
COc1cc(NC(=O)Cc2c(C(=O)O)n(C)c3ccccc23)cc(OC)c1OC,-2%,-5%,4%,21%,-2.0%,/,0%
Cc1ccc(Oc2ncccc2C(=O)NC2CCSC2=O)cc1 (stereo not drawn),4%,-5%,14%,9%,-0.1%,/,3%
C=CCn1c(SCC(=O)Nc2cccnc2Cl)nnc1-c1ccc(C(C)(C)C)cc1,/,-1%,?,-14%[46.1 µM],-0.9%,?,/
C=CCn1c(C)cc(C(=O)CSc2nc3ccccc3c(=O)[nH]2)c1C,?,-23%,-30%,-14%[46.1 µM],2.9%,?,5%
O=[N+]([O-])c1ccc(Cl)c(/C=N/n2c(COc3ccccc3)n[nH]c2=S)c1,7%,-2%,19%,-7%,4.0%,1%,0%
COc1ccc2cc[nH]c2c1,1%,-3%,-3%,7%,2.1%,26%[46 µM],-1%
Cc1cccc(C)c1OCC(=O)Nc1ccc(S(=O)(=O)Nc2ccccn2)cc1,2%,-18%,5%,-2%,-1.1%,-2%,0%
OCCNCc1ccc(-c2ccccc2)cc1,0%,7%,-7%,5%,-1.0%,9%,-1%
O=C(Cn1nc(-c2ccccc2Cl)ccc1=O)Nc1ccc(Br)cc1,13%,12%,1%[9.22 µM],27%,2.2%,10%[46 µM],0%
O=C(CCCn1c(SCc2cccc([N+](=O)[O-])c2)nc2ccccc2c1=O)NCC1CCCO1 (stereo not drawn),10%,-11%,-9%,-37%,7.4%,/,0%
CC(C)OC(=O)c1ccc(NC(=O)c2ccccc2)cc1,-8%,-7%,?,-7%,-3.0%,?,-5%
O=C(/C=C/c1ccco1)Nc1ccc(S(=O)(=O)N2CCOCC2)cc1,4%,-9%,6%[9.22 µM],2%,-1.6%,?,-1%
O=C(Nc1ccc(-c2nc3ccccc3o2)cc1)c1cccnc1,4%[38.3 µM],5%,-14%,-17%[46.1 µM],-2.6%,?,-7%
O=[N+]([O-])c1cnc(N2CCCCC2)c([N+](=O)[O-])c1,5%,14%,?,22%,-4.8%,-8%,0%
CCC(C)(C)n1nnnc1C(c1ccc2ncccc2c1)N1CCCCCC1 (stereo not drawn),19%,4%,0%,-7%,-1.0%,0%,1%
COc1cc2c(cc1NC(=O)c1cc(-c3ccncc3)nc3ccc(C)cc13)oc1ccccc12,2%,-9%,-11%,2%[46.1 µM],2.4%,-6%,4%
Cc1cc(C)nc(/N=C(\N)Nc2ccc(C(C)C)cc2)n1,/,9%,2%[9.22 µM],17%[7.67 µM],0.0%,/,/
O=C(/C=C/c1ccc(Br)o1)NCCCN1CCOCC1,13%,-30%,-5%,5%,-3.0%,/,-2%
CC(=O)c1ccc(N2CCN(S(=O)(=O)c3ccccc3)CC2)c(F)c1,5%,-3%,28%[9.22 µM],18%,3.3%,11%[46 µM],0%
Cc1ccc(C(C(=O)NC2CCCC2)N(C(=O)Cc2cccs2)c2ccc(C)c(C)c2)o1 (stereo not drawn),36%[activator][38.3 µM],9%,20µM*,?,2.5%,?,0%
COCCOC(=O)C1=C(C)NC2=C(C(=O)CCC2)C1c1ccc(N(C)C)cc1 (stereo not drawn),19%[38.3 µM],7%,-4%,-7%[46.1 µM],2.7%,4%,-1%
CC(C)(CO)NCC#Cc1ccccc1,-1%,3%,6%,11%,-0.1%,-21%[46 µM],0%
O=C(CN1CCN(c2ccccc2)CC1)Nc1ccccc1Cl,3%,4%,0%,-9%,-1.2%,-15%[46 µM],0%
O=C(NCc1ccncc1)c1cc(C(=O)C2CCCCC2)c[nH]1,7%,0%,-5%,2%,-1.4%,-1%[46 µM],-1%
CN(C(=O)CSc1nnc(C(F)(F)F)n1N)C1CCS(=O)(=O)C1 (stereo not drawn),/,16%,-2%[9.22 µM],7%,0.0%,/,/
Cc1ccc(NS(=O)(=O)c2cc(C(=O)NCc3ccccn3)ccc2Cl)cc1C,-7%[38.3 µM],1%,3%,-18%[46.1 µM],0.0%,-4%,2%
CCCCCCCCCCCCCCC[C@@H](O)[C@H](CO)NC(=O)CCCCCCC,1%&16%,17%&-14%,/,/,2.1%&-1.1%,/,0%
COC(=O)c1ccc2[nH]c(C)cc(=O)c2c1,19%[38.3 µM],5%,9%,-4%[46.1 µM],-0.7%,0%,-3%

# Ordered by SMILES length (high to low): part of the list above
SMILES,IMPase Li cell,CBFb RUNX1 block,HTT aggregate,NPSR antagonist,Epigenetic derep,LMNA splice mod,KinaseGlo FLuc
O=[N+]([O-])c1cnc(N2CCCCC2)c([N+](=O)[O-])c1,5%,14%,?,22%,-4.8%,-8%,0%
Cc1cc(C)nc(/N=C(\N)Nc2ccc(C(C)C)cc2)n1,/,9%,2%[9.22 µM],17%[7.67 µM],0.0%,/,/
O=C(CN1CCN(c2ccccc2)CC1)Nc1ccccc1Cl,3%,4%,0%,-9%,-1.2%,-15%[46 µM],0%

# Only part of the results is shown (hit frequency here may not be typical).
